GLS inhibitor – blocks human kidney-isoform glutaminase activity; Potency, µM (top dose mostly 45.5 µM), without a hit: at the highest dose activity change, negative = inhibition, hits mostly inhibitors; AID 624170; GLS enzymatic activity, qHTS titration; 0.21% of 410,000 active; further: potency means the concentration at half of the fitted maximal effect; on the % scale 0 is the no-effect control and ±100 the full control effect
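Coupled fluorescence readout: glutamate oxidase/HRP/Amplex Red detect glutamate formed by hKGA from L-glutamine (1 mM solution added). Buffer 45 mM KH2PO4 pH 8.2, 0.02% Tween-20; reads at t0 and 30 min RT.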
USP1 inh – blocks the human USP1/UAF1 deubiquitinase complex | O94782 | recombinant USP1/UAF1, Ub-Rhodamine cleavage fluorescence | Potency, µM (top dose mostly 57.1 µM), for inactives: top-dose activity change, negative = inhibition, hits mostly inhibitors | 0.23% of 390,000 active | AID 743255; further: potency means the concentration at half of the fitted maximal effect; on the % scale 0 is the no-effect control and ±100 the full control effect; nearly all actives have a fitted effect of over 60% in size; inactives centre near -12
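High-throughput fluorogenic screen: 1nM USP1/UAF1 complex, Ub-Rho substrate 150nM final, 50mM HEPES pH 7.8 with 0.5mM EDTA, 0.1 mg/ml BSA, 1mM TCEP and 0.01% Tween-20.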
PGK inhibitor – inhibitors of T. brucei phosphoglycerate kinase | Potency, µM (top dose mostly 57.5 µM), for inactives: at the top dose activity change, negative = inhibition, usual class: inhibitors | P07378 | 0.043% of 380,000 active | AID 602233 | PGK/GAPDH coupled, Kinase-Glo luminescence, 60 min; further: potency means the concentration at half of the fitted maximal effect; on the % scale 0 is the no-effect control and ±100 the full control effect; nearly all actives have a fitted effect of over 60% in size
Target sequence (P07378 whole entry, looked up): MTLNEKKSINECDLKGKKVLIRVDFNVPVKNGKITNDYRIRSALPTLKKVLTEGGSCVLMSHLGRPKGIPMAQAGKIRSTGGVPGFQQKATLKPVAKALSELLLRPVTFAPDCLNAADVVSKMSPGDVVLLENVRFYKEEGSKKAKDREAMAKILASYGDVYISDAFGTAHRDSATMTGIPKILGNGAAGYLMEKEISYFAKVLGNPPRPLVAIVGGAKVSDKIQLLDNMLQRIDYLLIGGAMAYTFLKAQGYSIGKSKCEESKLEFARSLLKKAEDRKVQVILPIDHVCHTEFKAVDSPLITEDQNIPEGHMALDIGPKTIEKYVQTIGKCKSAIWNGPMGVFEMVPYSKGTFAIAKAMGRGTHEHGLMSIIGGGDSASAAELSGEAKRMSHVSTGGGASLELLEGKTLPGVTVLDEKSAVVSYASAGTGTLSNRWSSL
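Recombinant glycosomal PGK reaction used 1,3-bisphosphoglycerate generated in-well by GAPDH (100nM final) in 100mM TEA pH 7.6, 5mM MgCl2, 0.01% Tween-20. After 60 minutes at room temperature, ATP was read by Kinase-Glo Plus luminescence end-point.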
HP1b binding inh – HP1-beta chromodomain-methylated histone interaction inhibition | P83916 | Potency, µM (highest dose often 114 µM), without a hit: at the highest dose activity change, negative = inhibition, hits mostly inhibitors | 0.56% of 390,000 active | AlphaScreen HP1-beta / biotin-H3K9me3 peptide binding; further: potency means the concentration at half of the fitted maximal effect; nearly all actives have a fitted effect of over 70% in size; inactives centre near 23
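Compound inhibition of the preformed complex between 50 nM HP1-beta and 50 nM biotinylated H3K9me3 peptide was read by AlphaScreen. Buffer was PBS pH 7.4 with 0.01% Tween-20. Incubations ran 30 min at room temperature, with 10 ug/mL donor/acceptor beads.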
TrxR1 inh – inhibitors of rat thioredoxin reductase 1. O89049. recombinant rTrxR1, NADPH fluorescence consumption, selenite substrate. Potency, µM (doses to about 114 µM), for the others: top-dose activity change, negative = inhibition, usual class: inhibitors. 1% of 390,000 active. AID 588453; further: potency means the concentration at half of the fitted maximal effect; on the % scale 0 is the no-effect control and ±100 the full control effect; nearly all actives have a fitted effect of over 65% in size
Target sequence (O89049 whole entry, looked up): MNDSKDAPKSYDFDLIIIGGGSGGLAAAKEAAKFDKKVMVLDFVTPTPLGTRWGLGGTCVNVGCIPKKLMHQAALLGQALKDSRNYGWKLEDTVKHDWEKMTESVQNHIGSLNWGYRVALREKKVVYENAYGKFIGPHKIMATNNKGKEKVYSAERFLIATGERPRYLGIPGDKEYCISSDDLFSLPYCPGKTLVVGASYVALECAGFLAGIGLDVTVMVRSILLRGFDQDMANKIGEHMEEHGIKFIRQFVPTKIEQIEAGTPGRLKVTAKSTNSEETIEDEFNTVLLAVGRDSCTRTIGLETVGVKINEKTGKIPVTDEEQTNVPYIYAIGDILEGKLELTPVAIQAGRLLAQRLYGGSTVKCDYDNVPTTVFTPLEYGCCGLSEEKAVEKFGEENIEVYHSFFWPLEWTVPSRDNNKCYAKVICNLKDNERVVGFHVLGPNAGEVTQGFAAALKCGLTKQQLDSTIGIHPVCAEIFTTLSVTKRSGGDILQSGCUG
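Rat TrxR1 (90 nM in the dispensed reagent) was pre-reduced with 400 uM NADPH for 5 min at room temperature, then incubated with compound for 15 min. After 400 uM selenite was added, NADPH fluorescence (Ex 340/Em 450 nm) was followed for 8 min.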
IDH1 R132H inh – blocks human mutant IDH1 R132H enzyme | Potency, µM (top dose mostly 76.6 µM), inactives show at the highest dose activity change, negative = inhibition, usual class: inhibitors | 0.093% of 390,000 active | IDH1-R132H enzyme, NADPH consumption, diaphorase/resazurin fluorescence; further: potency means the concentration at half of the fitted maximal effect; on the % scale 0 is the no-effect control and ±100 the full control effect; nearly all actives have a fitted effect of over 65% in size
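IDH1-R132H (0.5 ug/mL dispensed) in pH 7.5 Tris buffer was preincubated 30 min with compound, then given a substrate mix of 0.016 mM NADPH and 2 mM alpha-KG for 80 min at room temperature; remaining NADPH was read by diaphorase/resazurin fluorescence.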
Pin1 inh – human Pin1 inhibition. Pin1 FP peptide displacement, HiFluor488, 10 min. Potency, µM (doses to about 115 µM), without a hit: at the top dose activity, negative = inhibition, actives largely listed as inhibitors. 0.009% of 390,000 active. AID 504891. Q13526; active means well fitted inhibition curve with a large enough effect in the polarisation, with a control signal flat, not every such curve was filed as active; inconclusive means small, poorly fitted or top-dose-only effect, or effect the other way, or a change in a side signal; inactive means no such curve, though single readings can be large or run the other way; the % refers to the polarisation; further: potency means the concentration at half of the fitted maximal effect; on the % scale 0 is the no-effect control and ±100 the full control effect
Target sequence (Q13526 whole entry, looked up): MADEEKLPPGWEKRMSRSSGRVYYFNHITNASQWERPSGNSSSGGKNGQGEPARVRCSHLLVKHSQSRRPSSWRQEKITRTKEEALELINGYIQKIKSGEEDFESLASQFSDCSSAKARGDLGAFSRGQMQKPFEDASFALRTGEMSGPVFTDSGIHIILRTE
PI4K2A inh – PI4K2A (human) kinase inhibition | 0.13% of 420,000 active | activity change, negative = inhibition, % at 76.9 µM | purified PI4K2A, ADP-Glo luminescence, 1 h; hits give low values | Q9BTU6; in the data active means activity change below about -50%; inconclusive means mostly about -30% to -49%;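 further: -100% = wells without enzyme as full effect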
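PI4K2A activity was measured by ADP-Glo luminescence: enzyme (4 ug/mL stock) and phosphatidylinositol (1.2 mM stock) in Tris pH 7.5/MgCl2/EGTA/Triton X-100 buffer were reacted with ATP (300 microM stock) for one hour at ambient temperature.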
TrxR1 substrate – substrates of rat thioredoxin reductase 1; O89049; purified TrxR1 substrate turnover, NADPH consumption readout; Potency, µM (doses to about 114 µM), for inactives: at the highest dose activity change, negative = substrate turnover; 0.01% of 390,000 active; AID 588456; further: potency means the concentration at half of the fitted maximal effect; on the % scale 0 is the no-effect control and ±100 the full control effect; nearly all actives have a fitted effect of over 50% in size
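Rat TrxR1, dispensed at 90 nM, was prereduced with 400 uM NADPH (final) for 5 min at ~22 deg C, then incubated with compound 15 min before 400 uM selenite. A first-read NADPH fluorescence drop versus no-compound background flagged substrates.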
* hit, by the source's call; i = inactive; ? = inconclusive; . = no result given; [ ] = remark or other dose. Unless noted, the call rests on the fitted dose curve; in most records, active means well fitted curve in the direction sought with a large enough effect; inconclusive means small, poorly fitted or top-dose-only effect, or another doubt; inactive means no such curve, though single readings can be large; an effect the other way counts as inactive or inconclusive. The list is partial (hit frequency here may not be typical).

SMILES	GLS inhibitor	USP1 inh	PGK inhibitor	HP1b binding inh	TrxR1 inh	IDH1 R132H inh	Pin1 inh	PI4K2A inh	TrxR1 substrate
O=c1c(F)cn(C2CCCO2)c(=O)n1Cc1ccccc1F (configuration not stated)	-3%	-23%	-5%	11%	10%	2%	1%	-3	10%
COc1ccc(C2/C=C\CN(C(=O)OCC3c4ccccc4-c4ccccc43)CC(=O)N2Cc2cccc(F)c2)cc1 (configuration not stated)	-1%	-13%	4%	12%	-11%	-7%	60%[activator]	-1	1%
CN(C)c1ccc(-c2ccc([C@H]3[C@@H]4C=CCC[C@@]4(C)C(=O)N3Cc3ccccc3)c(F)c2)cc1	-9%	-10%	-3%	?	32%[activator]	1%	11%	-3	100%[activator]
O=S(=O)(c1ccc(Cl)nc1)N1CCN(c2ncccn2)CC1	2%	-7%	-4%	25%	23%	1%	0%	2	2%
CN(C)c1ccc(S(=O)(=O)NCC(=O)N2CCN(S(=O)(=O)c3cccc(F)c3)CC2)cc1[N+](=O)[O-]	2%	-6%	-28%	10%	4%	-2%	0%	-2	-2%
COc1ccc(CCN2C(=O)/C(=C\c3ccco3)SC2=S)cc1OC	4%	-20%	-9%	-22%	-9%	1%	-1%	11	-4%
Cc1ccc(OC(=O)C(C)c2cccc(C(=O)c3ccccc3)c2)cc1 (configuration not stated)	-5%	-12%	.	119%[activator]	8%[57.1 µM]	3%	15%	-1	4%[57.1 µM]
COc1ccc(NC(=O)CN2CCN(c3c(C)cccc3C)CC2)cc1	13%	-22%	-9%	19%	18%	7%	?	3	4%
Cc1cnn(C(=O)c2oc3ccccc3c2C)c1	2%	-5%	i	53%	11%	7%	-3%	4	4%
Cc1cccn2c(=O)c3cc(C(=O)NC4CCCCC4)c(=N)n(Cc4ccc(F)cc4)c3nc12	-3%	-20%	0%	65%[activator]	76%[activator]	0%	15%	3	42%[activator]
Cc1ccc(S(=O)(=O)NC(=O)Nc2cccc(S(=O)(=O)N(C)C)c2)cc1	0%	-13%	0%	22%	-12%	9%	2%	2	-7%
CCOC(=O)N1CCC(NC(=O)c2ccc3c(c2)N(Cc2ccc(C)cc2)CCS3)CC1	5%	-20%	-4%	22%	119%[activator][57.1 µM]	-5%	-1%	-1	56%[activator][57.1 µM]
COc1cccc(N2CCN(S(=O)(=O)c3cn(C)c(C)n3)CC2)c1	2%	?	-9%	24%[57 µM]	23%[57.1 µM]	-8%	-1%	6	-1%[57.1 µM]
COc1cc(-c2cc(OC)c3c(C)oc(C)c3c(=O)c2)ccc1O	4%	?	-1%	-12%	-11%	-1%	16%	4	1%
O=S(=O)(NC1CCCCC1)c1ccc(Cl)s1	8%	-5%	.	32%[activator]	-1%	5%	-19%	-2	7%
Cc1nc(N)sc1N=Nc1ccc(Br)cc1	14%	-14%	12%	-33%	14%	3%	0%	4	-2%
CCN(CC)CCCNC(=O)c1nn2c(C(F)(F)F)cc(-c3ccccc3)nc2c1Cl	-5%	-15%	-1%	35%	-4%	7%	-2%	0	-5%
O=C(Nc1cc(S(=O)(=O)N2CCCCC2)ccc1Cl)c1ccc(F)cc1	3%	-7%	6%	28%	5%	2%	-7%	3	4%
COc1ccc(-c2nn(-c3ccccc3)cc2/C=N/n2cnnc2)cc1OC	2%	-15%	-5%	6%	-5%	3%	7%	7	-7%
CCc1cc2c(=O)c(-c3nc(C)cs3)c(CCCC(=O)O)oc2cc1O	5%	-11%	-6%	-4%	-13%	10%	-5%	0	-8%
O=C(/C=C/c1cccc(Br)c1)OCC(=O)N1CCN(c2ccccc2)CC1	5%	-10%	-6%	2%	31%[activator]	8%	0%	1	-2%
CCOc1ccc(-n2c(SCC(=O)N3CCOCC3)nc3c([nH]c4ccccc43)c2=O)cc1	-12%	-9%	1%	6%[57 µM]	22%[57.1 µM]	-6%	-7%	1	4%[57.1 µM]
CCc1ccc(-n2c(=O)c3c4c(sc3n(Cc3cc(=O)n5c(C)cccc5n3)c2=O)CCC4)cc1	-1%	-27%	-1%	20%	3%	8%	-3%	1	3%
O=C(CC1C(=O)NCCN1Cc1ccc(F)cc1)NCCCn1cccn1 (configuration not stated)	4%	-7%	.	33%	-14%	2%	-4%	-4	3%
OCCCc1nc2ccccc2n1CCOc1ccccc1	-5%	-6%	.	33%	12%	3%	-6%	5	-6%
Cc1cc2occ(CC(=O)N(C)CC(=O)Nc3ccccc3C(F)(F)F)c2cc1C	-2%	-17%	-5%	24%	15%	0%	-4%	4	-1%
CCOC(=O)c1cc(S(=O)(=O)NCC2CCN(Cc3cccc(C)c3)CC2)cn1C	-3%	-8%	5%	12%	22%	-17%	0%	3	3%
O=c1c2ccccc2c(C=NC2CCS(=O)(=O)C2)c(O)n1-c1ccccc1 (configuration not stated)	16%	-8%	6%	22%	-5%[57.1 µM]	5%	2%	-3	0%[57.1 µM]
Cc1ccc(S(=O)(=O)NCC(NCc2ccc(F)cc2)c2ccccc2)cc1 (configuration not stated)	6%	-23%	-2%	48%[activator]	-6%	3%	3%	2	-9%
Cc1cc(C)n(-c2nc3ccccc3nc2N2CCN(C(=O)c3ccc(F)cc3)CC2)n1	7%	-6%	.	21%	14%	4%	?	0	6%
CCCCCC(=O)N1C[C@H](O)[C@@H](n2cc(-c3ccc(F)cc3)nn2)C[C@@H]1c1ccccc1	0%	-20%	-11%	.	.	-8%	.	1	.
CCOC(=O)c1cc(-c2ccc(C)o2)n[nH]1	-7%	3%	.	19%	?	5%	0%	7	-2%[57.1 µM]
CN[C@@H](C)C(=O)NC[C@H]1O[C@@H](n2cnc3c(N)ncnc32)[C@H](O)[C@@H]1O	8%	-24%	-10%	18%	3%	5%	8%	-15	1%
CC(=O)c1ccc(NC(=O)C2CCC(CNS(=O)(=O)c3ccc(Br)s3)CC2)cc1 (configuration not stated)	-2%	-14%	i	10%	20%	0%	21%	4	0%
COc1ccc(-c2cn3c(n2)sc2cc(C(=O)NC4CCCCC4)ccc23)cc1	-1%	-11%	-4%	44%[activator]	-7%	5%	-4%	-7	4%[11.4 µM]
N#C/C(=N\Nc1ccc(S(=O)(=O)N2CCCCCC2)cc1)C(N)=S	-18%	1%	i	?	?	-14%	6%	-6	-5%[57.1 µM]
CC(=O)N1CCN(S(=O)(=O)c2cccc(C(=O)NC3CC3)c2)CC1	2%	4%	4%	24%	5%	-5%	4%	0	0%
CC(C)(C)S(=O)(=O)c1cnc(N2CCCC2)nc1N	-8%	-19%	i	9%	14%[57.1 µM]	3%	-1%	22	-20%[57.1 µM]
COC(=O)[C@H](Cc1ccccc1)NC(=O)NCCC1=CCCCC1	-7%	-1%	-4%	5%	23%	2%	2%	-1	8%
CC1CCN(C2=NC(=O)/C(=C/c3ccc(O)cc3)S2)CC1	2%	-18%	-1%	-11%	-4%[57.1 µM]	3%	21%	-1	-16%
O=C(Nc1c(C(=O)N2CCCC2)cnn1-c1ccccc1)c1cccc(F)c1	-7%	-9%	-5%	30%	-2%	1%	-1%	2	-7%
Cc1nc(-c2ccccn2)sc1C(=O)Nc1ccc(Cl)c(Cl)c1	3%	-7%	4%	39%[activator]	5%	-3%	8%	-5	4%
CN1CCN(S(=O)(=O)c2ccccc2)C(c2ccccc2)C1 (configuration not stated)	1%	-18%	-4%	37%	16%	-1%	3%	-1	5%
CCOc1ccc(S(=O)(=O)NCCC(=O)NC2=NCCS2)cc1	3%	-21%	-4%	43%[activator]	12%[57.1 µM]	0%	2%	-5	9%[57.1 µM]
O=Cc1cn(-c2ccccc2)nc1-c1ccccn1	4%	2%	-4%	5%	10%[57.1 µM]	3%	-1%	-2	4%[57.1 µM]
COC(=O)c1c(NC(=O)C2c3ccccc3Oc3ccccc32)sc2c1CCC(C)C2 (configuration not stated)	3%	?	-9%	29%	29%	-7%	-4%	-5	3%
CC(C)CN(C(=O)c1ccc([N+](=O)[O-])s1)c1c(N)n(Cc2ccccc2)c(=O)[nH]c1=O	0%	-4%	-8%	10%	-10%	-2%	26%	-6	-3%
Cc1ccc(NC(=O)c2oc3ccc4c(c3c2C)C(=O)CC(C)(C)O4)c(C)c1	10%	-21%	-11%	20%	7%	-7%	-4%	-3	3%
O=S1(=O)N=C(N2CCc3ccccc3C2)c2ccccc21	-3%	-6%	-4%	29%	3%	2%	0%	0	1%

Four compounds picked at random from those above:
SMILES	GLS inhibitor	USP1 inh	PGK inhibitor	HP1b binding inh	TrxR1 inh	IDH1 R132H inh	Pin1 inh	PI4K2A inh	TrxR1 substrate
CCN(CC)CCCNC(=O)c1nn2c(C(F)(F)F)cc(-c3ccccc3)nc2c1Cl	-5%	-15%	-1%	35%	-4%	7%	-2%	0	-5%
O=S1(=O)N=C(N2CCc3ccccc3C2)c2ccccc21	-3%	-6%	-4%	29%	3%	2%	0%	0	1%
CCCCCC(=O)N1C[C@H](O)[C@@H](n2cc(-c3ccc(F)cc3)nn2)C[C@@H]1c1ccccc1	0%	-20%	-11%	.	.	-8%	.	1	.
CC(=O)N1CCN(S(=O)(=O)c2cccc(C(=O)NC3CC3)c2)CC1	2%	4%	4%	24%	5%	-5%	4%	0	0%

Compound activity deposited in PubChem BioAssay by National Center for Advancing Translational Sciences (NCATS).
